Screens: PubChem, Southern Research Specialized Biocontainment Screening Center
M. tuberculosis HTS: M. tuberculosis growth inhibition, HTS (AID 449762); M. tuberculosis H37Rv growth inhibition, 7H9 media; higher % means a stronger effect; inhibition, % at 25 µM; hits with a dose series show IC50 in µM; hit rate 0.59% among 330,000; in the data active = a potency from the dose series; inconclusive = inhibition above about 70% without an active follow-up result;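 note: bacterial growth assessed after seven days of incubation; strong numbers were not always called active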
Salmonella PhoP GFP: Inhibition of PhoP regulon, Salmonella typhi GFP reporter cells, confirmation, 4 h (AID 1850); hit rate 0.33% among 310,000; inhibition, % at 50 µM, or IC50 in µM where a hit was titrated; Salmonella Typhi PhoP-promoter GFP reporter, fluorescence, 4 h; higher % means a stronger effect; in the data active = a potency from the dose series; inconclusive = inhibition mostly from about 25% at the one dose, without a potency; inactive = the rest, 99 in 100 with inhibition below about 19%;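 note: 0% = induced wells with vehicle and 100% = uninduced wells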
M. tuberculosis: growth inhibition of non-replicating M. tuberculosis (AID 488890); Mycobacterium tuberculosis non-replicating, growth inhibition; higher % means a stronger effect; inhibition, % at 25 µM; hits with a dose series show IC50 in µM; hit rate 0.39% among 320,000; in the data active = a potency from the dose series; inconclusive = inhibition mostly from about 82% at the one dose, without a potency; inactive = the rest, 99 in 100 with inhibition below about 76%;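 note: plate controls were DMSO cells for no effect and high antibiotic wells for full effect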
inhibitors of VEEV: inhibitors of VEEV TC-83 cytopathic effect, confirmation, Vero cells (AID 588727); Vero cells, VEEV TC-83 cytopathic effect inhibition; higher % means a stronger effect; inhibition, % at 20 µM, or IC50 in µM where a hit was titrated; hit rate 0.13% among 350,000; in the data active = a potency from the dose series; inconclusive = inhibition mostly from about 14% at the one dose, without a potency; inactive = the rest, 99 in 100 with inhibition below about 12%; note: strong numbers were not always called active
influenza NS1A: NS1A inhibition, H1N1 influenza, cell based functional assay (AID 504329); one-dose inhibition, % at 12.5 µM; IC50 in µM for titrated hits; hit rate 0.3% among 340,000; NS1A functional cell-based assay, percent inhibition; higher % means a stronger effect; in the data active = a potency from the dose series; inconclusive = inhibition above about 27% without an active follow-up result; note: strong numbers were not always called active
inhibitors of VEEV 10K pilot screen: further read-out of inhibitors of VEEV, marked with its call; inhibition, %; measured here: 10K pilot screen inhibition
* = called active by the depositor; i = inactive; ? = inconclusive; . = no result given.

SMILES	M. tuberculosis HTS	Salmonella PhoP GFP	M. tuberculosis	inhibitors of VEEV	influenza NS1A	others
O=C(CCc1c[nH]c2ccccc12)NCCc1ccc(Cl)cc1	8%	2%	.	1.3%	0%
Cc1ccc(-n2nc(C)c3c(C)c(CCC(=O)NCc4ccccc4)c(C)nc32)cc1	-7%	-10%	.	1.6%	5%
CNC(=S)NNc1nc(N2CCOCC2)nc(N2CCOCC2)n1	-3%	-2%	.	0.6%	-4%
CCOc1ccc(-n2ccnc(SCC(=O)Nc3cccc(OC)c3)c2=O)cc1	27%	3%	51%	10.0%	0%
CCN(C[C@H]1N[C@@](C)(C(=O)OC)[C@H]2C(=O)N(Cc3ccccc3)C(=O)[C@@H]12)C(=O)COC	-6%	.	-11%	2.4%	-11%
O=c1c2ccccc2nnn1CSc1nc2cc(Cl)ccc2c(=O)n1Cc1ccco1	7%	22%	1%	.	.
CCOc1ccccc1C1CC(=O)Nc2cc(OC)c(OC)cc21 (centres undefined)	-1%	-5%	-3%	i	-9%
O=C(Nc1ccccc1F)c1ccc(S(=O)(=O)NCC2CCCO2)cc1 (centres undefined)	-3%	-17%	3%	1.4%	0%
CC(=O)c1ccc(OCc2cc(C(=O)NCCN3CCCC(O)C3)no2)cc1 (centres undefined)	6%	-5%	-1%	2.0%	-4%
CN(C)C(=O)CSc1nnc(CCN)o1	-4%	-3%	-7%	i	0%
COc1cc(CN2CCC(C(=O)N3CCCC(C)C3)CC2)cc(OC)c1O (centres undefined)	-5%	-9%	1%	0.7%	-3%
C=CCn1cccc(C(=O)Nc2ccc(C)cc2)c1=O	10%	-9%	4%	0.2%	-5%
COc1ccc(S(=O)(=O)N2CCC(C(=O)NCc3cccs3)CC2)cc1	-4%	-17%	2%	0.2%	2%
C=CCNC(=S)Nc1sc2c(c1C#N)CCCC2	3%	-7%	26%	0.9%	14%
CC1=NN(Cc2c(C)nn(Cc3ccccc3)c2C)C(C)(C)C1	-4%	-11%	-26%	i	-1%
O=C(N/N=C/c1ccc([N+](=O)[O-])cc1)c1cc(-c2ccc3c(c2)OCO3)n[nH]1	?	-7%	-5%	i	-13%
c1ccc2c(c1)Nc1cc3ccccc3cc1S2	8%	-7%	42%	2.1%	-10%
CC(=O)OCc1c(C(F)(F)F)nn(C)c1Oc1cccc(C(F)(F)F)c1	-8%	2%	-5%	0.4%	-4%
COCCOC(=O)CSc1ncccc1-c1nc2cc(C)c(C)cc2[nH]1	-1%	-3%	9%	i	0%
CC(C)c1c(C(=O)N/N=C/C=C/c2ccccc2)nnn1-c1nonc1N	2%	5%	26%	3.3%	5%
CCOc1ccccc1N1CCN(C(=O)CSc2ccc3c(c2)OCCO3)CC1	-10%	.	-1%	6.7%	2%
CCN(CC)S(=O)(=O)c1ccc(NC(=O)CSc2nnc(-c3ccc(F)cc3)o2)cc1	51%	-1%	66%	1.6%	6%
O=C(OCc1nc2ccccc2s1)c1ccc([N+](=O)[O-])o1	?	2%	?	i	2%
COc1cccc(N2C(=O)NC(=O)/C(=C/c3ccc([N+](=O)[O-])s3)C2=O)c1	?	1%	i	0.7%	6%
COc1ccc(C2CC3(CC(C)(C)NC(=S)N3)Oc3cc(O)cc(C)c32)cc1 (centres undefined)	-5%	5%	34%	1.1%	2%
O=[N+]([O-])c1ccc2nc(-c3ccncc3)[nH]c2c1	3%	-10%	-2%	7.7%	3%
O=C(Cc1ccccc1)NC(=S)Nc1cc(C(F)(F)F)ccc1Cl	-4%	-2%	1%	0.2%	-5%
C=CCn1c(=O)c(C(=O)Nc2ccccc2C(=O)OCC)c(O)c2ccccc21	7%	-1%	10%	5.4%	-5%
CNS(=O)(=O)c1ccc(OC)c(-c2nnc3c4ccccc4c(C)nn23)c1	1%	2%	-1%	5.0%	-15%
COCC(=O)N(Cc1cc2cc(OC)ccc2[nH]c1=O)c1ccccc1OC	-5%	-9%	0%	5.8%	3%
O=C(NCC1CCCN(C(=O)c2cc(Cl)ccc2F)C1)c1ccc(F)cc1 (centres undefined)	-8%	-2%	7%	i	11%
CCOc1ccc(N/C=C/C(=O)c2ccccc2)c([N+](=O)[O-])c1	-2%	2%	29%	i	22%
Cc1ccc(-c2csc(C3=C(O)CN(NC(=O)c4ccc([N+](=O)[O-])cc4)C3=N)n2)cc1	-5%	2%	-8%	1.2%	1%
CC(=O)c1ccc(Nc2ccc([N+](=O)[O-])c3nonc23)cc1	?	-11%	?	i	-4%
Cn1c(=O)c2c(nc(Sc3nc4ccccc4n3CC(=O)N3CCCCC3)n2C)n(C)c1=O	1%	-16%	9%	0.3%	1%
Cc1ccc(S(=O)(=O)N2CCOCC2)cc1C(=O)NCc1ccccc1CN1CCCC1	2%	.	-6%	3.3%	-2%
O=C(O)CN(c1ccccc1)S(=O)(=O)c1cc(C(F)(F)F)cc(C(F)(F)F)c1	-3%	-3%	1%	0.4%	3%
CN(C)Cc1ccc(F)cc1Sc1ccc(Cl)cc1Cl	6%	2%	6%	1.9%	15%
O=C(Cn1cc2c(n1)CCCC2)N1CCc2ccccc21	-8%	-8%	4%	0.5%	-3%
COc1ccc(-c2nn(-c3ccccc3)cc2C(=O)n2nnc3ccccc32)cc1	3%	3%	-10%	9.7%	31%

Looked up by structure from the entries so far, 4 records:
SMILES	M. tuberculosis HTS	Salmonella PhoP GFP	M. tuberculosis	inhibitors of VEEV	influenza NS1A	others
CN(C)Cc1ccc(F)cc1Sc1ccc(Cl)cc1Cl	6%	2%	6%	1.9%	15%
O=C(NCC1CCCN(C(=O)c2cc(Cl)ccc2F)C1)c1ccc(F)cc1 (centres undefined)	-8%	-2%	7%	i	11%
CCOc1ccc(N/C=C/C(=O)c2ccccc2)c([N+](=O)[O-])c1	-2%	2%	29%	i	22%
CC(=O)c1ccc(Nc2ccc([N+](=O)[O-])c3nonc23)cc1	?	-11%	?	i	-4%

(continued)
SMILES	M. tuberculosis HTS	Salmonella PhoP GFP	M. tuberculosis	inhibitors of VEEV	influenza NS1A	others
O=C1OCc2ccc(NC(=O)c3sccc3Cl)cc21	1%	9%	-10%	1.8%	-22%
COC(=O)c1cc2c(=O)c3ccccc3oc2nc1C	3%	-1%	-18%	3.6%	-7%
O=C(NC1CCCCC1)NC1C2CC3CC(C2)CC1C3 (centres undefined)	-9%	-9%	-8%	2.2%	-6%
CCOc1ccc(CCn2c(-c3ccco3)nc3ccccc3c2=O)cc1OCC	64%	7%	11%	?	6%
CCOC(=O)/C(=N\Nc1ccc(Br)cc1)N1CC(C)OC(C)C1 (centres undefined)	96%	-8%	?	i	-1%
Cc1ccc2oc(C(=O)N(Cc3nccn3C)C(C)C)c(C)c2c1	0%	10%	14%	i	1%
CC1CCN(C(=O)COC(=O)/C=C/c2ccco2)CC1	16%	.	43%	i	-3%
CC1CN(CC(=O)Nc2cc(S(=O)(=O)N3CCCC3)ccc2Cl)CC(C)O1 (centres undefined)	-9%	-18%	-14%	1.0%	-16%
CC(=O)C1CCC2C3CCC4CC(OC(=O)CCC(=O)O)CCC4(C)C3C(=O)CC12C (centres undefined)	.	.	.	i	4%
COc1ccc(S(=O)(=O)N2CCCC2c2cccs2)cc1 (centres undefined)	-7%	5%	20%	i	-1%

Reprinted from the listing (4 entries):
SMILES	M. tuberculosis HTS	Salmonella PhoP GFP	M. tuberculosis	inhibitors of VEEV	influenza NS1A	others
O=C(NC1CCCCC1)NC1C2CC3CC(C2)CC1C3 (centres undefined)	-9%	-9%	-8%	2.2%	-6%
CCOc1ccc(CCn2c(-c3ccco3)nc3ccccc3c2=O)cc1OCC	64%	7%	11%	?	6%
CCOC(=O)/C(=N\Nc1ccc(Br)cc1)N1CC(C)OC(C)C1 (centres undefined)	96%	-8%	?	i	-1%
Cc1ccc2oc(C(=O)N(Cc3nccn3C)C(C)C)c(C)c2c1	0%	10%	14%	i	1%

Carrying on.
SMILES	M. tuberculosis HTS	Salmonella PhoP GFP	M. tuberculosis	inhibitors of VEEV	influenza NS1A	others
O=C(CSc1ccc2nnc(CCNC(=O)c3ccccc3)n2n1)Nc1ccccc1	-6%	4%	1%	1.4%	-31%
CCN(CC)CC(=O)c1c[nH]c2ccccc12	-1%	4%	9%	1.5%	-8%
CCc1nnc(NS(=O)(=O)c2ccc(NC(=S)NC(=O)/C=C/c3ccc([N+](=O)[O-])cc3)cc2)s1	2%	27%	19%	4.4%	3%
CCOC(=O)c1sc(NC(=O)CCN2CC(C)OC(C)C2)c(C(=O)OCC)c1C (centres undefined)	1%	13%	i	.	.
C/C(=N\O)C(=O)Nc1ccccc1	3%	13%	3%	0.7%	-3%
Cc1cccc(OCC(=O)Nc2ccc(N3CCN(S(C)(=O)=O)CC3)cc2)c1	.	-7%	-13%	3.6%	2%
O=C(CSc1nnc2c(n1)[nH]c1ccc(F)cc12)OCc1ccccc1	.	-3%	72%	1.4%	-8%
COc1ccc(/C=N/NC(=O)c2[nH]c3ccc(C)cc3c2-c2ccccc2)c(C(=O)O)c1OC	?	1%	53%	1.5%	-1%
O=C(NCC(=O)N(Cc1cccs1)C(C(=O)NC1CCCCC1)c1ccco1)c1cccs1 (centres undefined)	-1%	-3%	27%	9.6%	0%
O=C(CN1C(=O)S/C(=C/c2cc(Br)cs2)C1=O)N1CCOCC1	5%	-3%	4%	2.4%	0%
CCCc1nc(SC2CCCC2)c2c(=O)n(C)c(=O)n(C)c2n1	5%	3%	42%	3.0%	4%
O=C(Nc1ccccc1)c1ccc(OC(=O)c2ccccc2)cc1	-4%	7%	0%	0.1%	-8%
Cc1ccc(S(=O)(=O)n2cccc2C)cc1	1%	3%	3%	i	.
COc1ccc(C(=O)OCC(=O)NC(=O)NC2CCCC2)c(O)c1	6%	7%	6%	0.3%	-4%
CCCn1nnnc1NCc1ccc(Cl)cc1Cl	1%	8%	.	1.9%	-6%
COc1ccc(S(=O)(=O)N2CCN(C(=O)CC3CC4CCC3C4)CC2)cc1 (centres undefined)	11%	.	19%	1.1%	-12%
O=C(c1cc2ccccc2oc1=O)N1CCN(S(=O)(=O)c2ccccc2)CC1	5%	-6%	-11%	4.6%	-5%
COc1cccc(N2CCN(S(=O)(=O)c3cc4c(cc3C)N(C)CCO4)CC2)c1	9%	4%	26%	0.5%	17%	inhibitors of VEEV 10K pilot screen=0.1
Cc1cc(NC(=O)CSc2nc(N)c(NC(=O)c3ccc(F)c(F)c3)c(=O)[nH]2)no1	-19%	-9%	-9%	1.0%	-10%
Cc1[nH]c2ccccc2c1C(=O)CSc1nc2ccccc2c(=O)n1-c1ccccc1F	10%	-5%	13%	.	.
CCCn1c(N)c(N(CCOC)C(=O)CSCC(=O)Nc2cccc(C)c2)c(=O)[nH]c1=O	2%	6%	1%	1.2%	-16%
COc1ccc2c(CC(=O)N[C@@H](Cc3ccccc3)C(=O)O)cc(=O)oc2c1	3%	-1%	-2%	0.5%	-8%
CNS(=O)(=O)c1cc(-c2nnc(N3CCOCC3)c3ccccc23)ccc1C	3%	1%	-7%	2.6%	-6%
Cc1nc(N2CCCCC2)c(C#N)c(C)c1[N+](=O)[O-]	10%	-26%	5%	0.8%	7%
NS(=O)(=O)c1ccc(CCNC(=O)c2cc(-c3ccco3)nc3ccccc23)cc1	7%	.	21%	8.0%	8%
COc1ccccc1CN(C)CC(=O)Nc1cccc(S(=O)(=O)N2CCCCC2)c1	.	.	.	6.6%	-5%
Cc1cccn2c(CN3CCNC(=O)CC3)c(C(=O)N(C)CCc3ccccc3)nc12	-4%	5%	5%	0.1%	4%
NC(=O)NC1CCCc2c1[nH]c1ccc(Cl)cc21 (centres undefined)	-11%	-12%	.	7.6%	27%
COc1cccc(CNC(=O)COC(=O)c2ccc(C(=O)c3ccccc3)cc2)c1	3%	.	40%	0.2%	5%
OCC(CO)(CO)n1cnnn1	5%	4%	-4%	i	5%
O=C(CC1SC(N2CCOCC2)=NC1=O)Nc1ccc(Cl)cc1 (centres undefined)	.	.	.	4.5%	-6%
CCCCn1nnnc1SCC(=O)NCc1ccco1	-10%	-14%	.	0.8%	-14%
CCN(CC)S(=O)(=O)c1ccc(NC(=O)c2cc(C(=O)OC)cc([N+](=O)[O-])c2)cc1	-4%	0%	-19%	1.2%	0%
O=[N+]([O-])c1ccc(N2CCOCC2)nc1	-2%	-3%	-11%	1.5%	-12%
CCOC(=O)C1=C(C)N=C2SCCC(=O)N2C1c1sccc1C (centres undefined)	-1%	8%	0%	2.7%	1%	inhibitors of VEEV 10K pilot screen=1.0
CCc1ccc(N2C(=O)NC(=O)/C(=C/c3cccn3CCOc3ccc(C)cc3)C2=O)cc1	6%	3%	23%	1.7%	-1%
NC(=O)C1CCN(C(=O)COCc2cc(-c3ccc4c(c3)OCO4)on2)CC1	1%	-10%	6%	0.4%	-3%
